Assay outcomes as filed in PubChem.
PfM18AAP inh – blocks P. falciparum M18 aspartyl aminopeptidase; recombinant PfM18AAP, H-Glu-NHMec fluorogenic cleavage; inhibition, % at 7.35 µM; 1.2% of 290,000 active;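 active = inhibition above the campaign mean inhibition over all tested compounds plus 3 SD, cut at about 28% in these data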;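 also: 0% = plate median of test compound wells and 100% = 2 mM ZnCl2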
SUMO HTRF inh – inhibitors of human SUMOylation (UBC9) | inhibition, % at 35 µM | 0.36% of 290,000 active | HTRF SUMOylation assay, SAE1/SAE2 + UBC9, in vitro | P63279; in the data active = inhibition above about 50%, passing the limit was not always enough; also: strong numbers were not always called active
IDE cell inh – inhibitors of human insulin-degrading enzyme in cells; HEK cells, FAbetaB cleavage, fluorescence polarization; inhibition, % at 5.59 µM; 0.41% of 320,000 active;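 active = percent inhibition above the average of all tested compounds plus 3 SD, set per screening campaign, cut at about 16% in these data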;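 also: IDE supplied by intact live HEK cells; FP after avidin binding of uncleaved biotin substrate so inhibition keeps polarization high; 0% = DMSO wells and 100% = 60 µM reference IDE inhibitor Ii1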
Target sequence (P14735 whole entry, looked up): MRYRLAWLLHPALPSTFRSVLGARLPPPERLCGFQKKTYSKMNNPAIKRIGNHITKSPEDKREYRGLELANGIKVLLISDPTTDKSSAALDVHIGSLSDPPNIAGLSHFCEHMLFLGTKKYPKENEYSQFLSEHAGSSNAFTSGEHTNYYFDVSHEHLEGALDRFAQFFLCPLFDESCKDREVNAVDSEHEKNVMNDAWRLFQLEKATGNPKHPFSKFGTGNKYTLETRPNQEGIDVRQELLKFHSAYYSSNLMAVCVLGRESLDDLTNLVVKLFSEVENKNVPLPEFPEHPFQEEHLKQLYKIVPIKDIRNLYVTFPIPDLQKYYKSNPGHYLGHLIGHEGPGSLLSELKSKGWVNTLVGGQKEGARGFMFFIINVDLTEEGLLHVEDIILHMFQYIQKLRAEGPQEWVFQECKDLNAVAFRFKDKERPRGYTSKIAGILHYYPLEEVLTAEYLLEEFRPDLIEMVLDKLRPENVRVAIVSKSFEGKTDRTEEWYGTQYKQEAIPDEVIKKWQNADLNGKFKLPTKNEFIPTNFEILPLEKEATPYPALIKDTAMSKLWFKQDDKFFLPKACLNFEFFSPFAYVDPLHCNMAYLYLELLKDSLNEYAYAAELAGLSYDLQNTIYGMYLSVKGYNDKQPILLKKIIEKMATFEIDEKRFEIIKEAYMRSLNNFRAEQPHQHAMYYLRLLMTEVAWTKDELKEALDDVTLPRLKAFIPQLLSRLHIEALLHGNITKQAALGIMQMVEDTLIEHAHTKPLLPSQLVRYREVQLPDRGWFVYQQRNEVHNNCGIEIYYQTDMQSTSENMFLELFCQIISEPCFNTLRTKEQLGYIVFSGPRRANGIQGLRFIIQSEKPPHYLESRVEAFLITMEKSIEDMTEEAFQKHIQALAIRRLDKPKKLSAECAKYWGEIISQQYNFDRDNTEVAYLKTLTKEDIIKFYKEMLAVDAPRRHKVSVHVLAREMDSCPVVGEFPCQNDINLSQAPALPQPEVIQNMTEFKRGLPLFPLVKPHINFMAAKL
MEKK2mut PB1 HTS – signal of MEK5 binding to mutant human MEKK2 PB1 domain; bead flow cytometry, Alexa488-MEK5 binding to MEKK2 mutant; percent response, % at 10 µM; 0.35% of 290,000 active; in the data active = percent response above about 24%, passing the limit was not always enough; also: inactives centre near 1; some results filed as inactive read as strong as hits; reference of the scale not given here
MEKK2 WT-MEK5 – raises or lowers MEK5 binding to wildtype human MEKK2 PB1 domain | Q9Y2U5 | bead flow cytometry, Alexa488-MEK5 binding to MEKK2 WT; actives lie on both sides | binding response (% of control), % at 10 µM | 1.1% of 290,000 active; in the data active = binding response below about 67% or above about 130%
MEKK3 PB1 HTS – MEKK3-MEK5 PB1 interaction, increase or decrease; 1.4% of 290,000 active; binding response (% of control), % at 10 µM; bead-based flow cytometry, Alexa488-MEK5 binding to MEKK3; actives lie on both sides; 0 = blocked by unlabeled MEK5, 100 = vehicle; Q99759;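 active = binding response more than 3 SD above or below the average of its plate-row segment, actives on both sides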;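 also: Alexa488 bead fluorescence after subtracting the streptavidin-only scavenger bead signal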
IDE act – activators of human insulin-degrading enzyme in cells | P14735 | HEK cells, FAbeta-B cleavage, fluorescence polarization; 0% vehicle, 100% cell-free pure enzyme wells | activation, % at 5.96 µM | 0.073% of 340,000 active | AID 493087;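 active = activation above the mean of all tested compounds plus 3 SD, set per screening campaign, cut at about 17% in these data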
NALP1 inh – NALP1 inhibition; S. cerevisiae NALP1/ASC/caspase-1 growth, X-gal OD620, 72 h; 0.61% of 280,000 active; inhibition, % at 10 µM; in the data active = inhibition mostly above about 24%, no sharp cut-off; inactive = mostly below about 32%; also: some compounds called inactive have numbers as strong as hits
pCIP destab – lowers stability of the mouse p/CIP coactivator protein; Q05BA5; F442A p/CIP-EGFP cells, EGFP fluorescence, 16 h; decrease of EGFP signal, % at 10 µM; 0.01% of 290,000 active; AID 1984;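 active = EGFP signal decrease of at least 30% at 10 µM or well 3 SD below plate mean, unless failing retest; inactive = the rest, including hits failing retest or dose response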; also: some compounds called inactive have numbers as strong as hits; many of its hits are not listed in these tables
* marks the source's active call; other numbers are inactive results; . = no result given. An excerpt, so the mix of outcomes need not match the whole.

SMILES	PfM18AAP inh	SUMO HTRF inh	IDE cell inh	MEKK2mut PB1 HTS	MEKK2 WT-MEK5	MEKK3 PB1 HTS	IDE act	NALP1 inh	pCIP destab
O=C(/C=C/c1ccco1)Nc1cccnc1Cl	-2	20	0	6	97	99	5	12	-16
Cc1ccc(-c2nnc(Nc3ccc(CC(N)=O)cc3)c3ccccc23)cc1S(=O)(=O)NCC1CCCO1 (stereo unspecified)	-1	24	-1	13	102	106	0	0	-4
O=C(Nc1ccccc1)Nc1nnc(COc2ccccc2F)s1	-3	32	1	-5	101	100	6	.	-2
O=C(OC(C(=O)NCc1ccco1)C(OC(=O)c1ccccc1)C(=O)NCc1ccco1)c1ccccc1 (stereo unspecified)	3	21	2	-3	98	98	4	18	-14
COc1cc(OC)c(C2=NOC(C(=O)N3CCc4ccccc4C3)C2)cc1Cl (stereo unspecified)	3	-14	-1	4	100	99	-9	14	6
CN1CCN(C(=O)c2ccc(CN(c3ccccc3)S(=O)(=O)c3ccccc3)cc2)CC1	-1	0	5	-8	99	94	3	3	-4
O=C(Nc1ccc(F)cc1)c1cnc(-c2ccccc2)nc1-c1ccccc1	-1	20	3	-9	90	94	0	14	-6
COc1ccccc1NC(=S)N1CCN(Cc2ccccc2)CC1	-3	-2	4	0	101	100	3	22	-2
CCOC(=O)c1sc(N)nc1-c1ccccc1	0	11	-3	7	108	105	1	-46	2
COc1cc(C2C(C(=O)c3ccco3)=C(O)C(=O)N2CC2CCCO2)ccc1O (stereo unspecified)	16	4	-5	4	103	101	0	15	8
N#Cc1ccc2ccn(CC(=O)N3CCCc4ccccc43)c2c1	11	17	5	0	94	97	-2	16	6
O=C(Nc1ccc(F)cc1)C1CC2CCC1C2 (stereo unspecified)	-6	18	0	13	111	104	2	-4	0
Oc1cccc(Nc2nc(NCC3CCCO3)c3ccccc3n2)c1 (stereo unspecified)	3	8	12	2	116	94	1	9	-11
CCN(C(=O)CSc1ccc2ccccc2n1)C1CCS(=O)(=O)C1 (stereo unspecified)	1	4	-2	-1	99	101	-3	-3	-3
O=C1CC(c2ccco2)CC(O)=C1C=NCC1CCNCC1 (stereo unspecified)	7	29	8	16	111	106	-7	-4	-4
O=C(N/N=C/c1ccc([N+](=O)[O-])o1)c1cc(-c2cccc(Br)c2)nc2ccccc12	11	-1	2	1	99	101	-3	5	1
CCCCN(CCCC)Cc1ccc(C(=O)NNC(=O)Nc2ccc(Cl)cc2)o1	5	5	-3	-20	74	63	5	22	17
CCOCc1nnc(NC(=O)c2c(-c3ccccc3)noc2C)s1	14	8	.	1	102	103	6	12	-15
CC(C)OCCCNC(=O)c1ccccc1NC(=O)C1=CSCCO1	-8	10	-4	3	100	103	5	10	-10
Cc1ccc(CNC(=O)CN(C)S(=O)(=O)c2cccs2)cc1	0	13	7	3	100	99	5	12	-1
CC1CCN(CCCNC(=O)C2CCN(S(=O)(=O)N3CCCCC3)CC2)CC1	-8	26	4	13	115	123*	-2	10	1
O=C(O)C(c1ccccc1)C1(O)CCCCC1 (stereo unspecified)	-3	17	-3	12	98	114	0	7	-7
Cc1[nH]c(C)c(S(=O)(=O)Nc2ccccc2)c1C(=O)N1CCCC1	-3	-4	-2	1	103	102	4	15	-2
COc1ccc(-c2oc3c(OC)c(OC)c(OC)c(O)c3c(=O)c2OC)cc1OC	7	7	-3	2	94	106	6	-9	5
O=C(Nc1nnc(-c2cccnc2)o1)c1ccccc1Cl	-5	6	-5	-4	99	97	-1	-15	-4

(next part)
SMILES	PfM18AAP inh	SUMO HTRF inh	IDE cell inh	MEKK2mut PB1 HTS	MEKK2 WT-MEK5	MEKK3 PB1 HTS	IDE act	NALP1 inh	pCIP destab
Cc1cc(C(=O)N2CCc3ccccc32)n(-c2ccccc2)n1	2	-9	-1	-6	96	96	2	30	-4
Cc1cccc(Nc2c([N+](=O)[O-])ccc3nonc23)c1	5	0	-1	5	103	104	0	0	3
CCOC(=O)C(NC(=O)CC)(Nc1ccccc1OC)C(F)(F)F (stereo unspecified)	-7	-4	-3	-9	99	99	2	0	-6
COc1ccc(N(C(=O)c2cccnc2)S(=O)(=O)c2ccc(OC)c(OC)c2)cc1	2	3	-4	-3	92	94	-2	10	-2
C=C(C)Cn1c(N2CC(C)CC(C)C2)nc2c1c(=O)[nH]c(=O)n2C (stereo unspecified)	.	8	-7	5	93	97	7	-7	-8
COc1ccc(S(=O)(=O)NCCc2ccco2)cc1OC	0	-3	1	-3	101	103	-4	28	-7
COc1ccc(CNC(=O)[C@@H](NC(=O)C2CCN(C(=O)[C@@H](N)CC(C)C)CC2)C(C)C)cc1	-1	-4	-5	3	102	102	4	-2	12
Cc1cc(C)nc(SCCC(=O)Nc2cccc3ccccc23)n1	2	-21	3	4	98	100	7	-2	4
Cc1cc(C)cc(N2CC(c3nc4ccccc4n3C)CC2=O)c1 (stereo unspecified)	-6	-8	5	4	106	102	8	.	-2
COc1ccc(CNC(=O)[C@@H](NC(=O)C2CCN(C(=O)[C@@H](N)Cc3ccccc3)CC2)C(C)C)cc1	-2	-14	-3	8	111	106	3	10	-5
Cn1nccc1C(=O)Nc1nnc(C2CC2)s1	-2	14	7	7	105	102	0	5	-7
CCc1ccc(-c2cc(C)no2)cc1S(=O)(=O)Nc1ccc(C)cn1	-9	14	-6	1	98	101	1	17	-5
O=C1CC(N2CCSCC2)C(=O)N1c1ccc(F)cc1 (stereo unspecified)	-18	15	-2	0	102	101	4	14	-1
COc1ccc(CNC(=O)CN(Cc2ccc(F)cc2)C(=O)CCC(=O)Nc2nccs2)cc1	-9	-2	-3	2	101	102	-2	9	5
Cc1ccc(NC(=O)CCCc2ccccc2)c([N+](=O)[O-])c1	-2	-3	.	1	104	105	3	6	4
COc1ccc(N(C)C(=O)Nc2ccc3c(c2)nnn3C)cc1	20	24	0	0	98	98	2	10	-10
CCCCCCn1c(=O)c(Cc2ccccc2)c(O)c2ccccc21	-5	15	4	-3	96	103	2	-2	6
O=C(Cc1ccc2c(c1)OCCO2)N1CCN(S(=O)(=O)c2cccs2)CC1	-6	-16	1	-1	101	102	-1	5	-4
C=C1CCC[C@]2(C)C[C@H]3OC(=O)C(CNCC(C)C)[C@H]3CC12 (stereo partly specified)	2	-2	-1	6	106	106	-2	14	2
O=C(CN1C(=O)NC2(CCc3ccccc3C2)C1=O)NCc1ccco1 (stereo unspecified)	7	-2	0	-1	109	120	2	-7	1
N#Cc1c(N2C(=O)Nc3ccccc3N2O)sc2c1CCCC2	-3	12	-2	-2	100	105	4	10	1
COc1ccc([N+](=O)[O-])cc1NC(=O)CCC(=O)c1cccs1	-10	-4	-7	-2	100	111	2	11	5
O=c1[nH]c2c(s1)C(c1ccc(O)cc1)C1C3CCC(C3)C1S2 (stereo unspecified)	2	-14	-3	7	106	107	-4	12	-1
c1ccc(Nc2nc(N3CCCCC3)nc(N3CCNCC3)n2)cc1	4	-22	-3	7	123	106	6	18	0
CSCCCNC(=S)N1CCc2ccccc2C1	1	-1	0	-5	96	99	2	-30	14

Record cards (already shown). Screens in order: PfM18AAP inh | SUMO HTRF inh | IDE cell inh | MEKK2mut PB1 HTS | MEKK2 WT-MEK5 | MEKK3 PB1 HTS | IDE act | NALP1 inh | pCIP destab
Profile of O=C(CN1C(=O)NC2(CCc3ccccc3C2)C1=O)NCc1ccco1 (stereo unspecified) : 7 | -2 | 0 | -1 | 109 | 120 | 2 | -7 | 1
Profile of COc1ccc([N+](=O)[O-])cc1NC(=O)CCC(=O)c1cccs1 : -10 | -4 | -7 | -2 | 100 | 111 | 2 | 11 | 5
Profile of COc1ccc(S(=O)(=O)NCCc2ccco2)cc1OC : 0 | -3 | 1 | -3 | 101 | 103 | -4 | 28 | -7
Profile of Cc1cccc(Nc2c([N+](=O)[O-])ccc3nonc23)c1 : 5 | 0 | -1 | 5 | 103 | 104 | 0 | 0 | 3

New compounds follow:
SMILES	PfM18AAP inh	SUMO HTRF inh	IDE cell inh	MEKK2mut PB1 HTS	MEKK2 WT-MEK5	MEKK3 PB1 HTS	IDE act	NALP1 inh	pCIP destab
CC1CC(C)CN(CC(=O)Nc2ccc(S(N)(=O)=O)cc2)C1 (stereo unspecified)	-3	11	4	2	107	104	1	.	-11
Cc1ccc(C)c(S(=O)(=O)Nc2ccccc2C(=O)Nc2cc(C)on2)c1	13	27	-2	1	103	100	1	17	-2
Cc1ccc(C2(C)NC(=O)N(CC(=O)N(Cc3ccccc3)C(C)(C)C)C2=O)cc1 (stereo unspecified)	-12	-19	0	-9	91	93	4	16	-28
Cc1ccc(NC(=O)Nc2cc(S(C)(=O)=O)ccc2Cl)cc1	0	-6	-8	3	110	101	6	-12	-10
COc1ccc(OC)c(NC(=O)C2CCCN(S(=O)(=O)c3ccc(-n4cnnn4)cc3)C2)c1 (stereo unspecified)	0	5	5	-2	100	99	4	8	1
N#Cc1c(/N=C/c2ccco2)sc2c1CCCCC2	35*	10	2	3	107	106	3	2	6
O=C(COC(=O)c1ccccn1)Nc1nccs1	-2	26	7	-5	92	99	0	2	-5
C/C(=N\NC(=O)c1csc(C)c1C)c1ccco1	-4	-21	-1	1	101	91	1	3	-3
N/C(Cc1ccc([N+](=O)[O-])cc1)=N\OC(=O)c1ccco1	-15	0	-4	-5	102	100	-1	-7	-14
CCOc1ccc(CC2S/C(=N/N=C/c3ccco3)NC2=O)cc1 (stereo unspecified)	2	35	1	8	97	104	-1	-4	6
CC(C)NC(=O)CN1CCN(Cc2nc(-c3cccs3)no2)CC1	-11	3	1	3	102	103	1	-3	1
COc1cccc(CC(C(=O)Nc2cc(C)ccc2C)c2nn[nH]n2)c1OC (stereo unspecified)	4	6	3	3	99	99	-1	4	-3
O=C(C1CC2CCC1C2)N1CCN(Cc2ccc3c(c2)OCO3)CC1 (stereo unspecified)	0	-5	-10	2	100	98	.	.	-9
Cc1c(N=c2scc(-c3ccccc3)n2CCO)c(=O)n(-c2ccccc2)n1C	6	4	1	-7	95	101	8	-7	4
Cc1ccnn1CCC(=O)N1CCCC(CCC(=O)N2CCN(c3ccccn3)CC2)C1 (stereo unspecified)	3	13	0	-8	88	86	0	-15	-10
O=C(c1ccc(F)cc1)c1ccc(CN2C(=O)c3ccccc3C2=O)o1	-2	-18	2	-1	96	102	1	0	-13
Cc1[nH]nc(N)c1-c1ccc(Cl)cc1	-4	6	1	-10	87	80	3	-3	1
S=C(NNC(=S)NC1CC2C=CC1C2)NC1CC2C=CC1C2 (stereo unspecified)	19	-67	-2	-5	96	98	.	7	2
Cc1cc(C)cc(N(CC(=O)N2CCOCC2)S(=O)(=O)c2ccccc2)c1	-6	24	4	1	106	81	4	-32	-7
O=C(O)CSCC(=O)N1CCN(c2cc(C(F)(F)F)nc3ccccc23)CC1	-1	-1	-1	-1	102	102	2	5	4
CCCCS(=O)(=O)N1CCCC(C(=O)N2CCOCC2)C1 (stereo unspecified)	0	14	-9	6	110	104	1	-16	-15
O=C(CC1NCCNC1=O)Nc1cccc([N+](=O)[O-])c1 (stereo unspecified)	-3	28	1	15	121	104	0	16	-6
COc1ccccc1NC(=S)NC(NC(=O)CC(C)C)C(Cl)(Cl)Cl (stereo unspecified)	2	16	6	-9	99	101	5	19	-3
COc1ccc(CCn2c(N)c(C(=O)NCc3ccco3)c3nc4ccccc4nc32)cc1OC	26	100	4	5	104	109	3	12	-16
COc1ccc(-c2cc(=O)oc3cc(O)ccc23)cc1	1	20	7	2	104	104	5	10	5
COc1ccc(NC(=O)N2CCN(C(=O)C(Cc3ccc(F)cc3)NC(C)=O)CC2)cc1 (stereo unspecified)	3	18	-6	-9	89	98	5	13	-11
COC(CNC(=O)CCc1c(C)nc2c(c(C)nn2-c2ccc(C)cc2)c1C)OC	-29	20	.	6	108	108	-4	25	-6
